# mABHD4 FP – ABHD4 inhibitors, primary screen, biochemical, fluorescence polarization, mouse. inhibition, % at 8.92 µM. 0.54% of 370,000 active. purified mABHD4, FP-Rh probe fluorescence polarization;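 active = inhibition exceeding the mean over every tested compound plus 3 SD, cut at about 30% in these data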;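 note: 0% = plate median of compound wells and 100% = S159A mutant with DMSO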
#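 Assay system: Wild-type mouse ABHD4 protein | Medium: HEPES pH 7.0 buffer, 150 mM NaCl, 0.01% Pluronic F-127 | Incubation: Enzyme–compound pre-incubation 45 min, then probe 60 min, both 25 °C | Technique: Fluorescence polarization with parallel and perpendicular emission, 525/598 nm | Evaluation: % inhibition of FP-Rh probe binding versus controls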
# rCAG RNA binder – binders of r(CAG) RNA repeats, primary screen, biochemical, fluorescence | r(CAG) RNA repeat, TO-PRO-1 dye displacement fluorescence | inhibition, % at 3 µM | 1.3% of 370,000 active | AID 651821, 2012;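 active = inhibition above the plate cutoff, the mean of all test compounds on that plate plus 3 SD, cut at about 35% in these data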;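 note: 0% = DMSO alone and 100% = 100 µM mitoxantrone as full dye displacement; higher means more dye released from RNA so lower well fluorescence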
# NPR2 activator – human GC-B receptor activators, primary screen, HEK293 GC-B cells, cGMP TR-FRET, EC30 CNP. AID 1920062, 2024. 0.11% of 370,000 active. Atrial natriuretic peptide receptor 2 (Homo sapiens), P20594. 0% at EC30 CNP, 100% saturating CNP. activation, % at 10 µM;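 active = activation at 10 µM reaching about 35% in either raw or pattern-adjusted values, limit read from the data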
# HTRA1 inhibitor – HTRA1 serine protease inhibitors, primary screen, biochemical, fluorescence polarization, HTS; Q92743; recombinant HTRA1, FP-rhodamine activity-based probe; inhibition, % at 5.96 µM; 0.5% of 340,000 active; in the data active = inhibition above about 36%;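 note: 0% = enzyme with DMSO and 100% = wells lacking enzyme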
# UHRF1 MBD2 ctr – UHRF1 methylated DNA binding inhibitors, primary screen, counter-screen for MBD2 inhibitor project, biochemical, TR-FRET, human UHRF1, single concentration; inhibition, % at 4.4 µM; 0.75% of 370,000 active; E3 ubiquitin-protein ligase UHRF1 (Homo sapiens), Q96T88; UHRF1 binding to methylated oligo; AID 687016, 2013; in the data active = inhibition above about 21%;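 note: UHRF1 SRA domain binding a hemimethylated CpG hairpin DNA probe; 0% = median of test compound wells and 100% = reference inhibitor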
# TCR CD3 inh – inhibitors of human TCR-CD3 interaction, primary screen, biochemical, fluorescence, TAMRA-labeled TCR probe. inhibition, % at 9.4 µM. 0.37% of 360,000 active. AID 651800, 2012; in the data active = inhibition above about 19%;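 note: recombinant mutant TCR 2C K166C tagged with TAMRA read by polarization; 0% = receptor in buffer alone and 100% = receptor with positive control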
# SIAE primary – human SIAE inhibitors, primary screen, biochemical, fluorescence polarization, FP-Rh probe, 1536-well HTS; Sialate O-acetylesterase (Homo sapiens), Q9HAT2; SIAE FP-Rh probe binding; inhibition, % at 9.66 µM; 0.69% of 370,000 active;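 active = inhibition above a cutoff: mean of compounds within the control limits plus 3 SD of those, cut at about 17% in these data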;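 note: 0% = plate median of compound wells and 100% = probe without SIAE protein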
# NPR1 activator – GC-A stimulated cGMP production enhancers – HEK293 GC-A cells, cGMP TR-FRET, EC30 ANP, primary screen; activation, % at 10 µM; 0% at EC30 ANP, 100% saturating ANP; 0.14% of 370,000 active; Atrial natriuretic peptide receptor 1 (Homo sapiens), P16066; in the data active = activation above about 40%
# Target sequence (P16066 whole entry, looked up): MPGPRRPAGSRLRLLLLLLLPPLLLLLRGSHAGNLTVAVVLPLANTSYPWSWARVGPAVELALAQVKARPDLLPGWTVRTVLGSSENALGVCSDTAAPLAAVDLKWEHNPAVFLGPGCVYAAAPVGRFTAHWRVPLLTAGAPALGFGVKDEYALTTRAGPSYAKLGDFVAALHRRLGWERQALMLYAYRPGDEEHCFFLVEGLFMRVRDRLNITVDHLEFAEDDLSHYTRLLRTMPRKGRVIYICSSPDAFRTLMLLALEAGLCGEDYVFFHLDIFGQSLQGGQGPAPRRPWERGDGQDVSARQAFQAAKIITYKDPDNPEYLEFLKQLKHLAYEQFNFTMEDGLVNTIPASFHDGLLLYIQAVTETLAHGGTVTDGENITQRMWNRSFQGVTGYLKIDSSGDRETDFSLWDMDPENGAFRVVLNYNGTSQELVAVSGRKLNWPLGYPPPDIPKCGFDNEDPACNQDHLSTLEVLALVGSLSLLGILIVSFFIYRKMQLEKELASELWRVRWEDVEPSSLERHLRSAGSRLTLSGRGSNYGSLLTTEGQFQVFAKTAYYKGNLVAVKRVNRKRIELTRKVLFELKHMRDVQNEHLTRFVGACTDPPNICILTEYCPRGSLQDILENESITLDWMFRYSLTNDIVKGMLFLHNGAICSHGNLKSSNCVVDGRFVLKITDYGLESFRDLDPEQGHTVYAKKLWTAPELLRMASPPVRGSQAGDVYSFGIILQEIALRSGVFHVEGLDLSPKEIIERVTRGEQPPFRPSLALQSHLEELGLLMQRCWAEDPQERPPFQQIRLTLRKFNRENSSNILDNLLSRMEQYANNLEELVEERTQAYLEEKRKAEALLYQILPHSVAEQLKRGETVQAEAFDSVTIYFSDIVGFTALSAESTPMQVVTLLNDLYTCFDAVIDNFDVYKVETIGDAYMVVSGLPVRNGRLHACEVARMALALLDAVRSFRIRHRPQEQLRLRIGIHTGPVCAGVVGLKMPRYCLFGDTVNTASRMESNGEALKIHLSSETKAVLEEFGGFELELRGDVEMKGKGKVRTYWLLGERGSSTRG
# PRMT1 inh – PRMT1 methyltransferase inhibitors, primary screen, biochemical, fluorescence polarization | 1.3% of 370,000 active | inhibition, % at 2.79 µM | AID 652257, 2013 | Protein arginine N-methyltransferase 1 (Homo sapiens), Q99873 | recombinant PRMT1, activity-based probe fluorescence polarization;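 active = inhibition above about 21% made by adding two undisclosed values, limit read from the data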
# MBD2 DNA inh – inhibitors of MBD2 binding to methylated DNA, primary screen, biochemical, TR-FRET, DNA-binding domain, human; MBD2 binding to methylated oligonucleotide; inhibition, % at 4.4 µM; 0.31% of 370,000 active; in the data active = inhibition above about 13%
# Active calls of the source: *; . = not tested or not shown.
SMILES,mABHD4 FP,rCAG RNA binder,NPR2 activator,HTRA1 inhibitor,UHRF1 MBD2 ctr,TCR CD3 inh,SIAE primary,NPR1 activator,PRMT1 inh,MBD2 DNA inh
CCn1cc(CN2CCCC(C(=O)c3ccc(-c4ccccc4)cc3)C2)cn1 (centres undefined),0,-8,-4,.,-2,3,2,-5,-1,-2
CC(Oc1ccc2ccc(=O)oc2c1)C(=O)N1CCOCC1 (centres undefined),-5,2,1,1,6,0,-2,-1,-6,4
CCN(c1ccccc1)S(=O)(=O)c1ccc(Cl)c(C(=O)OCC(=O)NC(=O)C(C)C)c1,-7,-4,0,-8,2,0,-2,-3,-6,3
CN(CCNC(=O)c1cc2c(=O)n(C)c3ccccc3c2n1C)Cc1ccccc1,1,2,-1,-4,1,-1,-4,-2,-4,0
Cc1ccc(CN2C3=NCCCN3c3ccccc32)cc1,6,3,4,0,11,-6,2,-3,1,5
CC(c1ccco1)N(C(=O)c1ccccc1F)c1ccccn1 (centres undefined),7,0,1,-3,-1,2,-11,4,0,1
Cc1ccc(NC(=S)NC(=O)c2cccs2)cc1F,-3,2,-1,-9,1,4,-5,11,-2,0
COc1ccc(-n2ncc3c2CC(C)(C)CC3NC(=O)CCN2CCCCC2=O)cc1 (centres undefined),5,-9,0,5,0,3,-2,-3,5,8
Cc1cc2nc(C3CCCN(C(=O)NCc4ccccc4)C3)[nH]c2cc1C (centres undefined),1,-2,-4,-5,0,0,-1,0,-1,0
N#CCSc1nnc(Cc2cccs2)n1C1CCCCC1,2,-1,-3,4,-1,4,2,-3,-1,2
Cc1noc(C(=O)Nc2ccc(F)c(Cl)c2)c1Cl,1,-3,2,-3,0,5,7,-2,-3,-3
CCN(CC)C(=O)C(C)N(C#N)c1nc(C)cc(C)n1 (centres undefined),13,0,3,-4,1,8,-1,0,2,-2
COc1ccc(NC(=O)COC(=O)c2ccc3ccccc3n2)c(OC)c1,3,-1,2,-2,-4,3,-15,-3,-4,1
COc1cccc(C(=O)NC2CCN(CC(=O)Nc3cccc(C)c3C)CC2)c1,-2,-6,-1,4,0,3,6,-4,-2,0
COc1ccccc1NS(=O)(=O)c1cc(NC(=O)/C=C/c2cccs2)ccc1N1CCOCC1,-3,21,-5,-21,1,-5,-98,-1,2,1
O=C(CSc1ccc(-c2ccccn2)nn1)NCc1ccc(F)cc1,2,-4,-1,5,-1,3,-5,-2,-3,1
Nc1ccn([C@@H]2O[C@H](C(=O)N[C@H](Cc3ccccc3)C(=O)NCc3cccc4c3OCO4)[C@@H](O)[C@H]2O)c(=O)n1,-1,1,2,.,-2,2,7,4,-1,-1
COc1ccc(C(=O)COc2ncnc3cc(Cl)ccc23)cc1,1,-1,-9,-3,1,3,-4,4,-3,-4
O=C(NCc1ccco1)c1ccc2c(c1)N(Cc1ccccc1)CCS2,-3,7,2,-3,3,-2,0,4,18,2
COc1ccccc1N(C)S(=O)(=O)c1ccc(C(=O)OCC(=O)N(C)c2ccccc2)cc1,-2,-5,6,-1,-3,-5,-5,-4,1,3
O=C(NCc1ccccc1)c1ccc(/C=N/O)nc1,6,0,3,-8,-1,0,4,1,0,0
COC(=O)c1cccc(N(C(=O)c2cnccn2)C(C(=O)NC2CCCCC2)c2cn(C)nc2C)c1 (centres undefined),1,-5,5,12,-2,5,-1,1,-1,4
CC1CC2(CCCCC2)N2C(=O)C(=O)c3cccc1c32 (centres undefined),9,-2,0,-17,-6,-6,-1,0,-1,-6
COc1ccc(C(O)c2nc(-c3cc4ccccc4o3)cs2)cc1 (centres undefined),-9,4,3,.,1,-6,-1,2,3,5
CCn1cc(C(=O)OCC(=O)Nc2c(C)cccc2C)c(=O)c2ccc(C)nc21,-1,-4,2,-6,-1,7,-1,3,0,0

# Continuation.
SMILES,mABHD4 FP,rCAG RNA binder,NPR2 activator,HTRA1 inhibitor,UHRF1 MBD2 ctr,TCR CD3 inh,SIAE primary,NPR1 activator,PRMT1 inh,MBD2 DNA inh
O=C1CCC(C(=O)N(CCO)Cc2ccccc2)CN1CCCN1CCOCC1 (centres undefined),-4,-4,-1,-5,4,-5,-1,0,3,0
O=C(Oc1c(Br)cc([N+](=O)[O-])cc1Br)c1cccnc1,-6,1,-8,-8,-4,9,6,6,0,-8
O=C1CCCN2N=C(SCC(=O)Nc3ccc(Br)cc3)SC2=N1,1,1,-5,0,1,2,-2,-5,-2,-4
COc1ccccc1N1CCN(C2CCN(S(=O)(=O)c3ccc(NC(C)=O)cc3)CC2)CC1,-2,0,5,0,-2,3,2,-3,-2,-3
COc1cc(C2CC(=O)c3cnc(NC(=O)c4ccco4)nc3C2)cc(OC)c1OC (centres undefined),3,0,2,-5,1,-4,-3,3,4,-2
COC(=O)c1ccc(CSc2ncnc3c2oc2ccccc23)o1,-2,1,4,-8,-3,3,1,0,-1,2
Cc1ccc(C2N(c3nccs3)C(=O)C3CCCN32)cc1 (centres undefined),1,1,-5,3,0,1,1,-2,2,0
CCOc1ccc(OCC)c(NC(=O)CN2CCN(c3cccc(C)c3)C(C)C2)c1 (centres undefined),-6,4,0,0,7,0,-2,-4,6,6
CCOc1ccc(CNC(=O)CCCc2cn(C)c3ccccc23)cc1,-2,-6,0,-3,0,-2,11,-6,-2,5
O=C1OC(c2ccccc2)C(O)=C1c1ccccc1 (centres undefined),3,1,0,1,0,3,4,-1,-2,4
O=C(c1cccc(Cl)c1)N1CCN(c2ncccn2)CC1,1,3,-1,7,-1,-12,-5,-1,1,1
Cc1ccc2[nH]c3nc(SCC#N)nnc3c2c1,2,2,-3,4,-1,-3,3,10,3,-4
O=C(c1cc(S(=O)(=O)N2CCOCC2)ccc1F)N(CCc1ccccc1)Cc1ccccc1,-5,-1,-2,-17,0,-1,-5,-2,-2,-1
N/C(=N\OC(=O)CC1CCCCC1)c1ccccc1,2,-2,-3,3,2,-1,2,-2,2,3
CCOC(=O)c1cnc(-n2cc(C)cn2)nc1Nc1ccccc1OCC,3,-2,3,-1,-1,-3,4,2,-4,-1
CCOc1c(Br)cc(C(=O)OCC(=O)N2CCc3ccccc3C2)cc1OC,-1,2,-3,-20,-3,-9,10,1,3,-3
COc1cccc(NC(=O)N2C3CCCC2CC(NC(=O)C(C)(C)C)C3)c1 (centres undefined),5,-3,-3,13,-1,0,-7,-2,-1,2
COc1ccc(OCC(=O)Nc2cccc3cccnc23)cc1,-15,-1,0,-36,-3,4,-4,-1,-1,-5
Cc1ccc(C)c2[nH]c(=O)c(CN(CCCN(C)C)C(=O)NCc3ccccc3)cc12,6,3,-7,-7,0,-2,10,4,-2,0
CC(C)c1nn(-c2cc(C(F)(F)F)ccn2)c(=O)o1,2,-2,-1,1,0,6,4,-1,1,-1
O=C(CCC1CCCCC1)Nc1c[nH]c(=O)[nH]c1=O,2,1,6,-4,-1,2,2,1,-3,-1
CC(=O)Nc1ccc(-c2nn[nH]n2)cc1,-3,0,2,-3,-1,2,0,-1,3,6
OC(CN1CCOCC1)Cn1c2c(c3ccccc31)CCCC2 (centres undefined),2,-5,6,4,1,-11,12,-2,-3,-1
COC(=O)C1(C)NC(c2ccc(F)cc2)C2C(=O)N(c3ccccc3)C(=O)C21 (centres undefined),-5,0,-5,-2,3,-8,-4,-1,3,-1
Cn1c(=O)c2c(nc(N/N=C/c3cccs3)n2Cc2ccc(Br)cc2)n(C)c1=O,8,6,23,5,-1,1,10,19,-2,-4

# Compounds listed so far that have two or more sulfur atoms:
SMILES,mABHD4 FP,rCAG RNA binder,NPR2 activator,HTRA1 inhibitor,UHRF1 MBD2 ctr,TCR CD3 inh,SIAE primary,NPR1 activator,PRMT1 inh,MBD2 DNA inh
Cc1ccc(NC(=S)NC(=O)c2cccs2)cc1F,-3,2,-1,-9,1,4,-5,11,-2,0
N#CCSc1nnc(Cc2cccs2)n1C1CCCCC1,2,-1,-3,4,-1,4,2,-3,-1,2
COc1ccccc1NS(=O)(=O)c1cc(NC(=O)/C=C/c2cccs2)ccc1N1CCOCC1,-3,21,-5,-21,1,-5,-98,-1,2,1
O=C1CCCN2N=C(SCC(=O)Nc3ccc(Br)cc3)SC2=N1,1,1,-5,0,1,2,-2,-5,-2,-4

# Following part.
SMILES,mABHD4 FP,rCAG RNA binder,NPR2 activator,HTRA1 inhibitor,UHRF1 MBD2 ctr,TCR CD3 inh,SIAE primary,NPR1 activator,PRMT1 inh,MBD2 DNA inh
Cc1cc(C)n2c(SCC(=O)Nc3ccc(F)cc3)nnc2n1,-1,0,-4,-4,-4,6,9,1,-7,-6
O=C(O)c1cnn2c(C(F)(F)F)cc(-c3ccccc3)nc12,-10,4,-7,0,3,0,-4,2,0,-9
COc1cc(/C=N/Nc2nc(C)cc(C)n2)ccc1OC(=O)c1ccco1,10,-6,13,3,1,0,1,7,4,-4
CCC(C)c1ccc(NC(=S)N2CCN(C(=O)C3CCCO3)CC2)cc1 (centres undefined),4,-5,4,0,0,-2,4,4,0,-3
c1ccc2c(c1)[nH]c1c(N3CCSCC3)ncnc12,5,3,8,3,-3,6,4,5,0,-2
Cc1ccsc1C1CC(=O)NC2=C1C(=O)CC(C)(C)C2 (centres undefined),3,3,1,-4,2,-1,3,2,-2,-5
O=C(Nc1cccc([N+](=O)[O-])c1)c1ccc2ccccc2c1O,6,6,-2,-4,-1,4,9,9,0,-3
Cc1ccc(NS(=O)(=O)c2cn(C)cn2)cc1,2,0,4,4,4,3,-4,1,-2,3
COC(=O)Cc1[nH]nc2c1C1(C(=O)N(Cc3ccc(Cl)cc3)c3ccccc31)C(C#N)=C(N)O2 (centres undefined),-12,6,-6,-3,-2,2,-7,-13,-4,-5
Cc1ccc(/C(O)=C2\C(=O)C(=O)N(CCCN3CCOCC3)C2c2ccccc2F)cc1 (centres undefined),-1,8,-1,3,-3,6,2,0,-1,-2
CSc1ncnc2c1ncn2CCCNCc1ccc(C)o1,-1,0,-2,4,-1,10,4,1,-4,-4
CCc1noc(C)c1C(=O)Nc1nc2ccc(S(C)(=O)=O)cc2s1,-1,7,1,3,-1,1,-4,0,1,-2
COc1ccc(-c2cc3nc4c(c(N5CCC6(CC5)OCCO6)n3n2)CCC4)cc1,5,8,-5,-13,1,-3,0,0,-1,-2
Cn1c(Cn2c(=O)sc3ccccc32)nnc1SCC(=O)Nc1cccc(Cl)c1,5,1,-3,0,0,-8,-1,-8,5,4
O=S1(=O)[C@H]2C[C@@H]3C=C[C@@]2(CN1Cc1ccccc1F)O3,4,-1,5,-5,-2,4,-6,1,-2,1
Cc1nc2ccccc2nc1OCC(=O)N1CCN(c2ccccc2)CC1,6,-2,3,-1,-1,2,-3,0,-1,4
COc1ccc(S(=O)(=O)N/N=C\c2ccc3c(c2)OCO3)c(OC)c1,4,0,-7,1,2,-2,-1,-4,-3,-1
COc1ccc(Br)cc1C(=O)Nc1ccc(Cc2ccncc2)cc1,-10,0,0,-31,-2,0,-16,2,-2,3

# Source: PubChem

# Some of the compounds tested; count on the stated rates, not on these rows.
